High-throughput results from PubChem BioAssay.
EPAC1 antagonist – blocks human EPAC1 exchange factor. O95398. EPAC1 GEF assay, Rap1b-BODIPY-GDP exchange fluorescence. Potency, µM (doses to about 115 µM), without a hit: at the top dose activity change, negative = inhibition, actives largely listed as inhibitors. 0.14% of 360,000 active;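 note: potency is the fitted concentration of half-maximal effect; plate controls were vehicle for no effect and positive control for full effect; nearly all actives have a fitted effect of over 50% in size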
EPAC1 ag – activates human EPAC1 exchange factor | O95398 | Potency, µM (top dose mostly 154 µM), without a hit: at the top dose activation, most hits filed as activators | 0.073% of 360,000 active | EPAC1 agonist qHTS, biochemical assay; response scale: 100% = response to 6.5 mM cAMP; note: potency is the fitted concentration of half-maximal effect; nearly all actives have a fitted effect of over 60% in size
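EPAC1 100 nM, Rap1B–BODIPY-GDP 250 nM, unlabeled GDP 50 uM; compound titration; 5 min RT; kinetic read ex480/em540 at 5-min intervals ×30 min; data normalized to 6.5 mM cAMP agonist control.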
PLK1 PBD inh – PLK1 (human) polo-box domain binding inhibition. P53350. Plk1 PBD binding of FITC phosphopeptide, fluorescence polarization. Potency, µM, for inactives: max response, negative = inhibition, actives largely listed as inhibitors. 2.8% of 360,000 active. AID 720504; note: potency is the fitted concentration of half-maximal effect; series mostly up to about 57 µM; % is set by controls: 0 for no effect and ±100 for the full control effect; nearly all actives have a fitted effect of over 65% in size
Target sequence (P53350 whole entry, looked up, the tested form may be a part): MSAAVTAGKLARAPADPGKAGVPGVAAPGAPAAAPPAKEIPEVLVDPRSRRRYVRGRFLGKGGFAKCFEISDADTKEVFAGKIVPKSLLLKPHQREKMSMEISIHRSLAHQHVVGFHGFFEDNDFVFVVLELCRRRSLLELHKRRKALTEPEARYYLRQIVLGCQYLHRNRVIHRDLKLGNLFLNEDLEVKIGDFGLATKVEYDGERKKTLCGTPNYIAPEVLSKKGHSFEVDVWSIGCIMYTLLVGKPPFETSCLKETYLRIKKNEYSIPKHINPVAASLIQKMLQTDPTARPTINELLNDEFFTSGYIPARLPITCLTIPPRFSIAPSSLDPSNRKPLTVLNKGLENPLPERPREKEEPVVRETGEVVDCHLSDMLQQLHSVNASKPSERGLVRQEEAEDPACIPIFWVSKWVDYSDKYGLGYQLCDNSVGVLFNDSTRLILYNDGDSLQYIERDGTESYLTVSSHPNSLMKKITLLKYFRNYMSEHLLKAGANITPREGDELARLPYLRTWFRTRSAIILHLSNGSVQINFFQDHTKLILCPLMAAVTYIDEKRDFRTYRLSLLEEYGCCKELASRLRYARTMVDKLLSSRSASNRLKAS
Mm-Cpn inhibitor – blocks the Methanococcus maripaludis chaperonin Mm-Cpn; Potency, µM (highest dose often 76.9 µM), for the others: at the highest dose activity, negative = inhibition, usual class: inhibitors; purified Mm-Cpn ATPase, ADP Transcreener TR-FRET; 0.031% of 330,000 active; AID 504842; note: potency is the fitted concentration of half-maximal effect; % is set by controls: 0 for no effect and ±100 for the full control effect; nearly all actives have a fitted effect of over 80% in size
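Purified archaeal chaperonin (25 nM final) was preincubated with compound for 10 min at 37°C, then ATP (10 uM final) was added for 30 min at 37°C in Tris pH 7.4/KCl/MgCl2/DTT buffer. ADP was quantified by HTRF Transcreener TR-FRET.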
CCT chaperon mod – modulators of cytosolic chaperonin (CCT/TRiC) activity; purified chaperonin ATPase assay, HTRF ADP detection, 30 min; activity change, % (concentration not given with the values), hits read low; 0.3% of 360,000 active; in the data active = activity change below about -30%; note: % is set by controls: 0 for no effect and ±100 for the full control effect
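First, chaperonin was dispensed at 40 nM or 20 nM final depending on batch activity. Next, compounds were pinned at 76 uM and ATP added at 10 uM. After 30 min at 37 °C, ADP detection reagents ran 30 min at ambient temperature.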
PI5P4Ka inh – blocks human PI5P4K alpha kinase activity; AID 652105; max response, %; 1.2% of 330,000 active; PI5P4Kalpha enzyme, ADP-Glo luminescence, 60 min; active compounds read low; P48426; active = max response of -50% or lower; inconclusive = between -30% and -50%; inactive = -30% or higher; note: value at the top dose of about 77 µM; % is set by controls: 0 for no effect and ±100 for the full control effect
Target sequence (P48426 whole entry, looked up): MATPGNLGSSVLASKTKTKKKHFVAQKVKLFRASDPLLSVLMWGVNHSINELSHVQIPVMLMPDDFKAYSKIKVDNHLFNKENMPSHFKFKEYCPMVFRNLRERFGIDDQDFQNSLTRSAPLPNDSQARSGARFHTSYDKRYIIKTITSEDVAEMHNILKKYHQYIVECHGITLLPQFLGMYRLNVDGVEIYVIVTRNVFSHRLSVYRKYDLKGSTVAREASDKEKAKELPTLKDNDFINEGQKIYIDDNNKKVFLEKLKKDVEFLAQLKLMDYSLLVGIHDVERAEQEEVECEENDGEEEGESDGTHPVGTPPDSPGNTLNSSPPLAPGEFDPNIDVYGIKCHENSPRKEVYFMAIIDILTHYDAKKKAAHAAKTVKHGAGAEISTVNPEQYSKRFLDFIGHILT
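qHTS, 1536-well: enzyme/substrate mix, compound by pin tool, 5 microM ATP final; RT 60 min; ADP-Glo reagents 1 (45 min) then 2 (30 min); luminescence.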
WRN inhibitor – blocks human WRN helicase; Q14191; 0.46% of 360,000 active; WRN helicase unwinding, fluorescent forked duplex, kinetic; Potency, µM (titrated, usually from 114 µM), inactives show at the highest dose activity change, negative = inhibition, most hits filed as inhibitors; note: potency is the fitted concentration of half-maximal effect; % is set by controls: 0 for no effect and ±100 for the full control effect; nearly all actives have a fitted effect of over 55% in size
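WRN at 20 nM final was preincubated with compound for 15 min at room temperature; reaction started with 100 nM forked duplex oligonucleotide carrying fluorophore and quencher plus 2 mM ATP (final). Unwinding followed kinetically by red fluorescence (ex 525/em 598 nm).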
EPAC2 antag – antagonists of human EPAC2; AID 720708; Potency, µM (titrated, usually from 114 µM), for the others: at the top dose activity, negative = inhibition, usual class: inhibitors; Q8WZA2; 0.18% of 360,000 active; EPAC2 GEF exchange of Rap1B-BODIPY-GDP, fluorescence; note: potency is the fitted concentration of half-maximal effect; % is set by controls: 0 for no effect and ±100 for the full control effect; nearly all actives have a fitted effect of over 45% in size; many of its hits are not listed in these tables
Starred values were filed as active, the others as inactive; ? = inconclusive; / = no result given; [ ] = another dose, or the depositor's remark. Unless noted, calls come from the whole dose curve; as a rule, active = well fitted curve in the direction sought with a large enough effect; inconclusive = small, poorly fitted or top-dose-only effect, or another doubt; inactive = no such curve, though single readings can be large; an effect the other way counts as inactive or inconclusive. These rows are one share of the data; count on the stated rates, not on these rows.

canonical_smiles	EPAC1 antagonist	EPAC1 ag	PLK1 PBD inh	Mm-Cpn inhibitor	CCT chaperon mod	PI5P4Ka inh	WRN inhibitor	EPAC2 antag
CCC(=O)Nc1ccc(Cl)c(-c2nc3ncccc3o2)c1	5%	10%	-6%	1%	-1.9	4	-34%	-1%
COc1ccc(S(=O)(=O)NCCSCc2cccs2)cc1	-9%	12%	-17%	-1%	-2.3	1	-3%	-12%
Cc1ccccc1OCC(O)COc1ccccc1C	-15%	-13%	1%	/	-1.1	0	4%	?
O=C(CNC(=O)c1ccc(S(=O)(=O)N2CCCC2)cc1)N/N=C/c1c(Cl)cccc1Cl	-13%	-7%	-2%	2%	0.8	-27	-2%	3%
c1nc(Nc2ccc(N3CCOCC3)cc2)c2ccsc2n1	-4%	1%	0%	-5%	0.0	0	0%	6%
COc1ccc(OC)c(/C=C2\S/C(=N/NC(=O)c3ccc4ccccc4c3)NC2=O)c1	-21%	0%	?	-4%	-2.8	?	?	-6%
COc1ccc(NC(=O)COC(=O)c2ccc(O)cc2)c([N+](=O)[O-])c1	-28%	9%	-16%	1%	-2.3	9	10%	-13%
CCC(Cc1ccccc1)NCc1c(C(=O)O)c(C)n(Cc2ccccc2)c1C (stereo not given)	-13%	0%	3%	0%	0.0	-2	6%	3%
CCOC(=O)C(C(=O)OCC)C(C(=O)OCC)N1CCOCC1 (stereo not given)	-1%	-3%	24µM*	0%	1.0	-2	-12%	-2%
Cc1nn(C2CCS(=O)(=O)C2)c(Cl)c1/C=C/C(=O)OCC(N)=O (stereo not given)	-3%	3%	-1%	1%	1.0	-2	2%	6%
COc1ccccc1/C=C1\SC(=S)N(NS(=O)(=O)c2ccc(C)cc2)C1=O	79µM*	-4%	27µM*	3%	-2.8	?	-6%[11.6 µM]	?
Cc1cccc(NC(=O)CSc2nc(=O)n(CCCN3CCOCC3)c3c2CCCC3)c1C	-4%	13%	0%	/	-1.1	3	1%	-8%
CCc1cccc(NC(=O)CCNS(=O)(=O)c2cc(Br)cnc2N)c1	11%	13%	-14%	0%	1.8	10	-2%	-4%
COc1cccc(OC)c1/C(O)=C(\C#N)c1nc2ccccc2[nH]1	-1%	16%	-14%	-2%	-1.3	/	-2%	-3%
Cc1ccc(Nc2nc(C)cc(C)c2C(N)=O)cc1	14%	3%	-1%	0%	2.0	1	-9%	20%

9 entries from above in a different format.
Values run as follows: EPAC1 antagonist | EPAC1 ag | PLK1 PBD inh | Mm-Cpn inhibitor | CCT chaperon mod | PI5P4Ka inh | WRN inhibitor | EPAC2 antag
- O=C(CNC(=O)c1ccc(S(=O)(=O)N2CCCC2)cc1)N/N=C/c1c(Cl)cccc1Cl
  -13% | -7% | -2% | 2% | 0.8 | -27 | -2% | 3%
- c1nc(Nc2ccc(N3CCOCC3)cc2)c2ccsc2n1
  -4% | 1% | 0% | -5% | 0.0 | 0 | 0% | 6%
- COc1ccc(OC)c(/C=C2\S/C(=N/NC(=O)c3ccc4ccccc4c3)NC2=O)c1
  -21% | 0% | ? | -4% | -2.8 | ? | ? | -6%
- COc1ccc(NC(=O)COC(=O)c2ccc(O)cc2)c([N+](=O)[O-])c1
  -28% | 9% | -16% | 1% | -2.3 | 9 | 10% | -13%
- CCC(Cc1ccccc1)NCc1c(C(=O)O)c(C)n(Cc2ccccc2)c1C (stereo not given)
  -13% | 0% | 3% | 0% | 0.0 | -2 | 6% | 3%
- CCOC(=O)C(C(=O)OCC)C(C(=O)OCC)N1CCOCC1 (stereo not given)
  -1% | -3% | 24µM* | 0% | 1.0 | -2 | -12% | -2%
- Cc1nn(C2CCS(=O)(=O)C2)c(Cl)c1/C=C/C(=O)OCC(N)=O (stereo not given)
  -3% | 3% | -1% | 1% | 1.0 | -2 | 2% | 6%
- COc1ccccc1/C=C1\SC(=S)N(NS(=O)(=O)c2ccc(C)cc2)C1=O
  79µM* | -4% | 27µM* | 3% | -2.8 | ? | -6%[11.6 µM] | ?
- Cc1cccc(NC(=O)CSc2nc(=O)n(CCCN3CCOCC3)c3c2CCCC3)c1C
  -4% | 13% | 0% | / | -1.1 | 3 | 1% | -8%

Other entries
canonical_smiles	EPAC1 antagonist	EPAC1 ag	PLK1 PBD inh	Mm-Cpn inhibitor	CCT chaperon mod	PI5P4Ka inh	WRN inhibitor	EPAC2 antag
Cc1cn([C@H]2C[C@H](O)[C@@H](CCC(=O)NCCc3c[nH]c4ccccc34)O2)c(=O)[nH]c1=O	-12%	-2%	-9%	-1%	-0.7	0	0%	15%
CNC(=S)Nc1cc(Cl)ccc1Oc1ccccc1	-8%	2%	-7%	1%	-0.5	5	-10%	2%
Cc1cc(NC(=O)C2COc3ccccc3O2)no1 (stereo not given)	-13%	0%	-13%	2%	-1.3	-6	6%	7%
Cc1ccc(CNS(=O)(=O)/C=C/c2ccc3c(c2)OCO3)cc1	1%	8%	0%	0%	1.8	1	-8%	-3%
CN(C1CCCCC1)S(=O)(=O)c1ccc(Cl)c(C(=O)O)c1	9%	0%	19µM*	0%	0.5	-24	10%	4%
O=S1(=O)NC2CCCCCN2c2ccc(F)cc21 (stereo not given)	-2%	-6%	-1%	-6%	-2.1	-9	-1%	5%
COc1ccc(S(=O)(=O)NCCSC(C)(C)C)c(Cl)c1Cl	-5%	10%	0%	4%	0.5	/	-27%	-11%
Cc1cccc(C)c1NC(=O)C(c1cccs1)N(Cc1ccco1)C(=O)Cn1nnc2ccccc21 (stereo not given)	-8%	5%	-6%	-3%	-0.5	2	-9%	-3%
COc1ccc(CNC(=O)CN2CCN(c3ccc(F)cc3)CC2)cc1	-12%	-2%	-8%	2%	0.9	0	6%	7%
O=C(CNC(=O)c1cc(Cl)cc([N+](=O)[O-])c1)OCC(=O)N1CCCCC1	0%	-7%	-2%	0%	-1.1	8	-8%	6%
NC(=O)c1ccc(NC(=O)COC(=O)c2ccc3c(c2)OCO3)cc1	-27%	-9%	-13%	-3%	-1.0	0	-3%	-1%
Cc1ccc(NC(=O)C2(C)CCN2C(=O)C2(c3ccc(Cl)cc3)CC2)cc1 (stereo not given)	-5%	-1%	-4%	/	-0.3	5	-2%[57.1 µM]	-13%
O=C(COc1ccc([N+](=O)[O-])cc1)Nc1cc(S(=O)(=O)N2CCCCC2)ccc1N1CCCCC1	1%	9%	-10%	1%	-1.5	2	11%	6%
CN(CC(=O)Nc1ccc(F)cc1)C(=O)c1cccc(S(=O)(=O)N2CCN(c3ccc(F)cc3)CC2)c1	?	-1%	-6%	0%	-0.3	13	-5%	-7%
NNC(=O)Cc1cccc2ccc(Cl)cc12	3%	-5%	0%	/	0.9	-3	7%	-4%

Results in PLK1 PBD inh, for some of the entries so far:
structure,PLK1 PBD inh
CNC(=S)Nc1cc(Cl)ccc1Oc1ccccc1,-7%
CCOC(=O)C(C(=O)OCC)C(C(=O)OCC)N1CCOCC1 (stereo not given),24µM*

The list continues.
canonical_smiles	EPAC1 antagonist	EPAC1 ag	PLK1 PBD inh	Mm-Cpn inhibitor	CCT chaperon mod	PI5P4Ka inh	WRN inhibitor	EPAC2 antag
O=C(NCc1cccnc1)c1cc(S(=O)(=O)N2CCOCC2)c(Cl)cc1Cl	5%	13%	2%	0%	-1.0	-11	-4%	1%
C/C(=N\N=C(/C)c1cccc(N)c1)c1cccc(N)c1	-18%	-3%	1%	/	-0.7	1	-2%	5%
CCO/C=C/C(O)(CNC(=O)c1ccc(C(C)(C)C)cc1)C(F)(F)F (stereo not given)	-12%	-1%	-1%	2%	-0.1	6	-2%	-10%
C/C(CC(=O)N1CCN(C=O)CC1)=N\NC(=O)c1cc2ccccc2cc1O	-22%	-4%	-26%	-13%	0.6	?	?	7%
Cn1cc(CNC(=O)C2CCC(=O)N(Cc3ccccc3F)C2)cn1 (stereo not given)	-17%	-5%	-3%	-6%	0.3	4	5%	-4%
CS(=O)(=O)n1nc(NCc2cccs2)nc1NCc1cccs1	37%[activator]	21%	-15%	-1%	-1.0	-1	11%	-9%
CC(C)CC1NC(=O)N(CC(=O)NC2CCCCC2)C1=O (stereo not given)	12%	2%	4%	-1%	-1.4	-9	6%	5%
O=C(CSc1nnc(CNC(=O)c2ccccc2F)o1)Nc1cccc(C(F)(F)F)c1	-2%	-3%	-18%	-6%	-0.8	5	1%	-16%
COc1ccc(N(CC(=O)NCCc2ccc(OC)c(OC)c2)S(=O)(=O)c2ccc(OC)c(OC)c2)cc1	3%	0%	10%	1%	1.6	4	4%	-1%
O=[N+]([O-])c1cc(S(=O)(=O)N2CCCC2)ccc1N/N=C/c1cccs1	21%	7%	-1%	0%	-0.1	/	2%	-1%
Fc1nc(F)c(F)c(NCCCNc2c(F)c(F)nc(F)c2F)c1F	-18%	-8%	0%	-7%	-4.8	37	-7%	-6%
CC1(C)CC2CC(C)(CN2C(=O)NC(=O)c2ccccc2)C1 (stereo not given)	-8%	-3%	-3%	2%	-5.6	8	5%	6%
COc1ccc(CCN2C(=O)N[C@@H](CCC(=O)O)C2=O)cc1	17%	-20%	-13%	1%	-5.2	-6	1%	19%
O=C(O)c1ccc(N2CCS(=O)(=O)CC2)cc1	4%	-5%	-9%	-5%	-1.1	-1	-2%	-2%
CC(=O)c1ccc(NC(=O)C(C)Nc2ccc(Cl)cc2)cc1 (stereo not given)	-23%	9%	-2%	-1%	-0.6	8	-7%[57.1 µM]	-18%
CCCOC(=O)CCCN1C(=O)/C(=C2\SC(=S)N(CCCC(=O)OCCC)C2=O)SC1=S	-4%	-6%	-2%	0%	2.0	0	-2%	-9%
CCc1c(C)sc(NC(=O)c2cc(C)on2)c1C#N	6%	2%	-15%	1%	-2.6	/	1%	-1%
Cn1c(=O)oc2cc(S(=O)(=O)NCCC(=O)N3CCc4ccccc4C3)ccc21	20%	8%	-5%	1%	0.9	/	-4%	23%
C=CCSc1nc2c(c(C3CC=CCC3)c1C#N)CCC2 (stereo not given)	6%	-4%	-4%	-1%	0.1	2	3%[57.1 µM]	-25%
O=C(COC(=O)c1ccc(S(=O)(=O)NCc2ccco2)cc1)Nc1ccccc1OC(F)F	-8%	3%	-1%	1%	-1.7	-11	-18%	-2%
COc1ccc(/C=C/c2nnc(NC(C)=O)s2)cc1	-9%	1%	-7%	-4%	-0.7	-13	9%	3%
C=CCNC(=O)/C(C#N)=C/c1cc(Br)ccc1OC	6%	0%	-10%	2%	-2.8	-1	1%	10%
CCOC(=O)C1CCCN(C2=NC(=O)/C(=C/c3ccc(OC)c(OC)c3)S2)C1 (stereo not given)	-8%	10%	-21%	-1%	0.2	7	-2%	-7%
Cc1cc(C)cc(Oc2nc3ccccn3c(=O)c2/C=C(\C#N)C(=O)NC2CCS(=O)(=O)C2)c1 (stereo not given)	10%	1%	0%	-7%	-0.3	4	-6%	12%
